Source: PubChem
3CLpro inhibitor = SARS-CoV 3CLpro protease inhibition; inhibition, % at 6 µM; actives 0.14% (n = 290,000); recombinant SARS-CoV 3CLpro, quenched FRET peptide cleavage; P0C6X7; in the data active = inhibition above about 12%
MazF activator = MazEF (E. coli) toxin RNase activation; FAM/BHQ RNA-DNA oligo cleavage fluorescence, 5 h; actives 0.32% (n = 350,000); activation, % at 20 µM; AID 504720; in the data active = activation above about 50%
BH1578 lux ind = quorum light induction in luxS cqsA deficient V. cholerae | V. cholerae BH1578 lux reporter, luminescence, 6 h | activation, % at 18.7 µM | actives 0.16% (n = 350,000); in the data active = activation mostly above about 9.7%, no sharp cut-off; inconclusive = no clear call, values can overlap the other calls; inactive = mostly below about 3.7%; note: not every result past the cut was called active; inactives centre near 0; reference of the scale not given here
DUSP3 inh = blocks human VHR1 dual specificity phosphatase | recombinant VHR phosphatase, pNPP absorbance | inhibition, % at 13.3 µM | actives 0.52% (n = 290,000); in the data active = inhibition above about 50%; note: some compounds called inactive have numbers as strong as hits
Y pestis TopoI = inhibitors of Yersinia pestis topoisomerase I. Y. pestis Topo-I cleavage product accumulation, plate reader. activity, % at 10 µM. actives 0.064% (n = 360,000). AID 504884; in the data active = activity above about 50%, passing the limit was not always enough; inconclusive = no clear call, values can overlap the other calls; note: inactives centre near 2
PfHsp40 rescue = restores yeast growth despite PfHsp40 toxicity. S. cerevisiae expressing PfHsp40, growth rescue, ATP luminescence. actives 0.68% (n = 340,000). AID 504582. growth rescue, % at 12.5 µM; in the data active = growth rescue above about 28%, passing the limit was not always enough; inconclusive = no clear call, values can overlap the other calls;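 note: yeast W303a lacking pdr1 and pdr3 grown in galactose medium; growth measured after three days at 30 °C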
Rv3671c inh = Rv3671c (M. tuberculosis) protease inhibition; P9WHR9; inhibition, % at 5.96 µM; actives 0.048% (n = 320,000); in the data active = inhibition above about 38%;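 note: extracellular domain of Rv3671c used as enzyme; 0% = enzyme with DMSO and 100% = no enzyme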
Anthrax LF inh2 = anthrax lethal factor protease inhibition; P15917; multiplex microsphere protease cleavage assay, LF; inhibition, % at 10 µM; actives 0.12% (n = 360,000); AID 588501; in the data active = inhibition above about 30%; inconclusive = no clear call, values can overlap the other calls; note: plate controls were buffer without enzyme for full effect and enzyme alone for no effect
TcdB inh = TcdB glycohydrolase inhibition. P18177. TcdB glycohydrolase enzymatic assay, plate reader. inhibition, % at 9.99 µM. actives 0.24% (n = 350,000); in the data active = inhibition above about 10%
Target sequence (P18177 whole entry, looked up): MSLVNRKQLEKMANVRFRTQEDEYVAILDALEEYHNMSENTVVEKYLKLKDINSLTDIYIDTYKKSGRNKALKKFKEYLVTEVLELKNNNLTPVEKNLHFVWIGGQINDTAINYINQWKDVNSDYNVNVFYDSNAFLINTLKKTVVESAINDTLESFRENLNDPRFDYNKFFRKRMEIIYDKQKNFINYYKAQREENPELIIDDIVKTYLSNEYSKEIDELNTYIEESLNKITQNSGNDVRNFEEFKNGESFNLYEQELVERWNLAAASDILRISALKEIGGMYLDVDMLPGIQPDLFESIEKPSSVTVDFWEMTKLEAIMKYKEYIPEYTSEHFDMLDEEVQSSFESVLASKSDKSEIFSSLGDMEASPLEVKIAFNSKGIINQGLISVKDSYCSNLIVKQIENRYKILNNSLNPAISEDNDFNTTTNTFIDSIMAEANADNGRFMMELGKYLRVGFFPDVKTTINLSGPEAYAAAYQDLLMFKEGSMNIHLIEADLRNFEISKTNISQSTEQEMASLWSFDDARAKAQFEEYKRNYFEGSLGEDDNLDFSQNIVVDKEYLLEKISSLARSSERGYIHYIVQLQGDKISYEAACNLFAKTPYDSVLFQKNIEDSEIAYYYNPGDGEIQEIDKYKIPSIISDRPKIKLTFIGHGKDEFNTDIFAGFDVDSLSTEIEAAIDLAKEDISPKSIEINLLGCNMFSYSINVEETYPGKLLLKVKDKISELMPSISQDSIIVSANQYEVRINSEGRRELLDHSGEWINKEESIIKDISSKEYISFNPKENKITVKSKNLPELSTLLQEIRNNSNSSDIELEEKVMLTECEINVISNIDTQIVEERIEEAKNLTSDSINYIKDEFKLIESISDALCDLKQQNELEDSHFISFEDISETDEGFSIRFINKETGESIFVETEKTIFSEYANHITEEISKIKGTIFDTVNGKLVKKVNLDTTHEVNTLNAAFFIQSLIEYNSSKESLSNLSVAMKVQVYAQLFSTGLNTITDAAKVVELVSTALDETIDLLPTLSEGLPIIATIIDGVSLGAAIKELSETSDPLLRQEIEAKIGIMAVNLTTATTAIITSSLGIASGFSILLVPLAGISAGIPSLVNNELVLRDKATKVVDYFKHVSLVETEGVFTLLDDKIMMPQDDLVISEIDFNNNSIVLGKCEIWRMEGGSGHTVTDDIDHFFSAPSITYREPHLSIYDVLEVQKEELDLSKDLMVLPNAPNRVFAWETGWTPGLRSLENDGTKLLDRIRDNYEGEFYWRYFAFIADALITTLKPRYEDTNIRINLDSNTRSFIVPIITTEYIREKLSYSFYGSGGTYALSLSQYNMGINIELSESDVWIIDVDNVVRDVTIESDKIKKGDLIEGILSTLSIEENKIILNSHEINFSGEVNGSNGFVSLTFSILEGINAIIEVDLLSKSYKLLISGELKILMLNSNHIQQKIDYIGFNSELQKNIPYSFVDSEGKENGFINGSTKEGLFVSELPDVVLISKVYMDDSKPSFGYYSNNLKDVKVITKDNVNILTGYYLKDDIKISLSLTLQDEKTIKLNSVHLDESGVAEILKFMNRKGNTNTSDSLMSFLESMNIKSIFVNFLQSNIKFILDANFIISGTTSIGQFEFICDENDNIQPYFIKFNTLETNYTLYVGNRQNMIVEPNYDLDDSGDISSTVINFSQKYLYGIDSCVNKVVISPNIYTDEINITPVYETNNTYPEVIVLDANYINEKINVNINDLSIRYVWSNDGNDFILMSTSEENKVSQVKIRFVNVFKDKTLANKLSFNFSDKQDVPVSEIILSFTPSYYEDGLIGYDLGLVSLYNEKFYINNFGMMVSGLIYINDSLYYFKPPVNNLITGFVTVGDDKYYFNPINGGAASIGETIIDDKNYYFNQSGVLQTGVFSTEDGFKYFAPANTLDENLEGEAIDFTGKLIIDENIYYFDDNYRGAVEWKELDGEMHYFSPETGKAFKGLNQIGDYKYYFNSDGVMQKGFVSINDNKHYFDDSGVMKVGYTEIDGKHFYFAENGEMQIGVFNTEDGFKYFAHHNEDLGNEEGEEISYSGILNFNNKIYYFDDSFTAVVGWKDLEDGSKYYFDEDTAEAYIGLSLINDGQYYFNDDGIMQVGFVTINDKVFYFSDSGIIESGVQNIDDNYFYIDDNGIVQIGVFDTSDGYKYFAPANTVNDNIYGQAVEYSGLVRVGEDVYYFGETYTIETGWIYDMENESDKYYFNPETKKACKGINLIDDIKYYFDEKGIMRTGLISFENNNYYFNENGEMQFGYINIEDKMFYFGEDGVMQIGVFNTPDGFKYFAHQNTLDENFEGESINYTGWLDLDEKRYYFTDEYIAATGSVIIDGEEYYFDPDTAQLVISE
PriA SSB inh = K. pneumoniae PriA-SSBct interaction inhibition. AlphaScreen SSBct-PriA binding, biotinylated peptide. inhibition, % at 33 µM. actives 0.6% (n = 430,000). AID 1272365; in the data active = inhibition mostly above about 37%, no sharp cut-off; inactive = mostly below about 20%;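 note: plate controls were negative control peptide for no effect and reference peptide for full effect; strong numbers were not always called active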
* hit, by the source's call; i = inactive; ? = inconclusive; / = not tested or not shown; & = joins results of further samples.

item | SMILES | 3CLpro inhibitor | MazF activator | BH1578 lux ind | DUSP3 inh | Y pestis TopoI
1 | COc1cccc(OC)c1NC(=O)c1ccc(-c2cc(Cl)ccc2Cl)o1 | / | / | -0.4 | / | 28
2 | Cc1cc(=O)oc2cc(OCC(O)CN3CCN(c4ccccc4)CC3)ccc12 (stereo unspecified) | -1 | 0 | i | 21 | 7
3 | Cc1ccc(C(=O)Nc2c(-c3cccs3)nc3cc(C)ccn23)cc1 | 3 | 3 | -0.4 | 16 | 15
4 | Cc1nc2sc(C(=O)Nc3ccccc3)c(N)c2c(C)c1[N+](=O)[O-] | -3 | 4 | -1.5 | 34 | -2
5 | COC(=O)C1=C(c2cccc(OC)c2OC)C[C@@H]2CC[C@H]1N2C(=O)NCCNC(C)=O | / | 4 | i | / | -10
6 | CCc1ccc(NC(=O)Nc2ccc3c(c2)CCC3)cc1 | -4 | -3 | -0.3 | 11 | 0
7 | COC(=O)c1ccc(CSc2ncn[nH]2)o1 | 2 | 7 | -1.4 | 16 | 2
8 | CC(C)N=C1NN=C(c2ccc(Cl)c(Cl)c2)CS1 | 3 | 0 | i | 22 | -10
9 | Fc1cccc(-c2cc3nc4c(c(N5CCC6(CC5)OCCO6)n3n2)CCCC4)c1 | -3 | -13 | i | 4 | 31
10 | O=C(Nc1ccc2sc3ccccc3c(=O)c2c1)c1ccccc1Cl | -9 | 15 | i | -2 | 15
11 | Cc1ccc2nc(NC(=O)c3ccccc3F)sc2c1 | 2 | 5 | -0.8 | 40 | 0
12 | O=C(NNC(=S)NC(=O)c1ccco1)c1ccc(F)cc1 | 0 | 11 | -0.8 | 2 | -3
13 | O=C1NC(Cc2c[nH]c3ccccc23)C(=O)N1c1ccc(F)cc1 (stereo unspecified) | 1 | -2 | / | 20 | -10
14 | O=c1c2sccc2nc(SCc2cc(=O)n3cc(Br)ccc3n2)n1Cc1ccccn1 | 2 | 16 | -0.4 | -20 | 34
15 | O=C(Nc1ccc(N2CCOCC2)nc1)c1c(F)cccc1F | 1 | -3 | -0.4 | 27 | -5

item | PfHsp40 rescue | Rv3671c inh | Anthrax LF inh2 | TcdB inh | PriA SSB inh
1 | / | / | -3 | 1.1 | /
2 | 0.0 | -5 | 2 | / | 6
3 | 2.0 | -2 | 0 | / | -1
4 | -0.1 | 0 | -6 | 1.1 | -10
5 | -1.5 | -3 | 0 | 1.0 | -3
6 | -0.2 | -3 | 2 | 0.0 | -5
7 | 0.3 | -5 | 2 | / | -7
8 | -1.5 | / | 0 | 1.3 | 28
9 | -0.1 | 0 | -1 | / | -12
10 | -0.2 | -46 | 4 | / | -1
11 | 1.1 | -1 | -7 | 1.3 | 6
12 | 7.4 | -10 | -4 | 1.2 | -4
13 | 0.3 | -4 | 6 | / | -2
14 | 0.8 | -4 | -3 | 2.2 | -2
15 | -0.7 | 9 | ? | -0.3 | -18

Additional results.
item | SMILES | 3CLpro inhibitor | MazF activator | BH1578 lux ind | DUSP3 inh | Y pestis TopoI
16 | Cc1cc(Cl)c(S(=O)(=O)Nc2cc(S(=O)(=O)N3CCOCC3)ccc2F)cc1OCC(N)=O | -3 | -5 | i | 44 | -2
17 | Cc1ccc(C(=O)N2CCCC2)c(F)c1F | -1 | 2 | i | 12 | 4
18 | O=C(NCCCn1ccnc1)c1cc2c(s1)CCCCC2 | 2 | 9 | -0.1 | 8 | -11
19 | COc1nc(C)nc2c1sc(=S)n2C | 1 | -8 | -0.2 | 8 | 4
20 | COc1cccc(Nc2ncnc3nc[nH]c23)c1 | 4 | 10 | / | 36 | 5
21 | CSc1ccccc1NC(=O)Cn1nc([N+](=O)[O-])cc1C | 5 | 6 | i | 26 | -10
22 | COC1=C/C(=C/c2c(N)n3nc(CC(=O)N4CCCCC4)sc3nc2=O)C=CC1=O | 0 | -70 | -2.0 | 30 | -4
23 | CCN1CC2([N+](=O)[O-])CC=C(OC)C([N+](=O)[O-])(C1)C2 (stereo unspecified) | -1 | 2 | i | -6 | 2
24 | COc1ccc(OC)c(NC(=O)C2(C)CCN2Cc2ccccc2OC(F)F)c1 (stereo unspecified) | / | / | -0.5 | / | 21
25 | COC(=O)C1=C(C)NC(=O)/C1=C/c1ccc(CNS(=O)(=O)c2ccc(C)cc2)o1 | -4 | 12 | -0.3 | 22 | 5
26 | COc1cccc(-c2nc(CCl)cs2)c1 | 2 | 0 | -1.3 | 12 | -3
27 | Cc1cc2c3c(c1)C(C)(c1ccccc1)CC(C)(C)N3C(=O)C21C(C#N)=C(N)OC2=C1C(=O)CC(C)(C)C2 (stereo unspecified) | 0 | -3 | -1.0 | -20 | 0
28 | CCn1cc(/C=C(\NC(=O)c2ccc(OC)c(OC)c2)C(=O)NCCN2CCOCC2)c2ccccc21 | 5 | 8 | i | 2 | 16
29 | CN(C)c1ccc(NC(=O)c2cnsn2)cc1 | -1 | 4 | -0.5 | -7 | 1
30 | O=C(NCc1ccccc1)c1ccc(-c2ccccc2F)o1 | 4 | 4 | -0.4 | -11 | -5

item | PfHsp40 rescue | Rv3671c inh | Anthrax LF inh2 | TcdB inh | PriA SSB inh
16 | -1.3 | -2 | 0 | 2.1 | 1
17 | 0.0 | 2 | 0 | / | 0
18 | 0.0 | 3 | 0 | / | -9
19 | -1.7 | 4 | 1 | / | -17
20 | 1.9 | 3 | -7 | 1.2 | -12&-16
21 | -0.5 | 3 | -1 | -0.4 | -6
22 | -0.1 | -3 | 0 | / | /
23 | -1.1 | -8 | -1 | / | 5
24 | / | / | -5 | -1.3 | /
25 | -1.0 | -15 | -2 | -0.3 | 2
26 | 0.9 | 7 | -3 | 1.1 | -12
27 | 2.1 | -1 | -7 | / | 26
28 | 0.6 | 0 | -1 | 0.5 | 4
29 | -0.9 | 10 | 0 | 2.1 | -11
30 | 4.6 | -27 | -6 | 1.6 | -17

Brought forward from above: 3 compounds; new compounds follow.
item | SMILES | 3CLpro inhibitor | MazF activator | BH1578 lux ind | DUSP3 inh | Y pestis TopoI
28 | CCn1cc(/C=C(\NC(=O)c2ccc(OC)c(OC)c2)C(=O)NCCN2CCOCC2)c2ccccc21 | 5 | 8 | i | 2 | 16
29 | CN(C)c1ccc(NC(=O)c2cnsn2)cc1 | -1 | 4 | -0.5 | -7 | 1
30 | O=C(NCc1ccccc1)c1ccc(-c2ccccc2F)o1 | 4 | 4 | -0.4 | -11 | -5
31 | COc1cccc(C(=O)OCC(=O)Nc2ccccc2N2CCOCC2)c1 | 5 | 1 | i | 14 | 4
32 | C/C(=N\NC(=S)Nc1cccc(C)c1)c1ccccc1 | -2 | -8 | -0.4 | -1 | 19
33 | CCCCC(=O)N/N=C(\C)CC(=O)Nc1cc(Cl)ccc1OC | -3 | 1 | i | 29 | 1
34 | CSc1ccc(CN2CCN(Cc3ccccc3Cl)CC2)cc1 | 0 | -4 | i | 12 | 32
35 | O=C(Cc1ccc(-n2cccc2)cc1)N1CCc2ccccc21 | 4 | 15 | 5.3 | 12 | 5
36 | CN(c1ccc(C(=O)NCCSC(C)(C)C)cc1)S(C)(=O)=O | -6 | 1 | -5.6 | -16 | -4
37 | COc1ccc(CNC(=O)c2cc(S(=O)(=O)N3CCCC3)cn2C)cc1 | -1 | 7 | -0.3 | -2 | 2
38 | COc1ccc(CNC(=O)Nc2nc(C(N)Cc3ccc(C(F)(F)F)cc3)cs2)cc1 (stereo unspecified) | / | / | 0.5 | / | 3
39 | CCC(C)NC(=O)CSc1nnc(-c2ccncc2)n1-c1ccc(OC)cc1 (stereo unspecified) | 0 | -2 | -7.7 | 15 | 1
40 | CCOC(=O)c1cccc(NC(=O)CS(=O)(=O)Cc2nc(-c3cccc(OC)c3)oc2C)c1 | 4 | -1 | -0.2 | 2 | 25
41 | CCOc1ccc(CC(=O)Nc2ccc(-c3ccc4nnc(C)n4n3)cc2)cc1 | 4 | -10 | -0.7 | -12 | 6
42 | COCCC(=O)N1CCC(Oc2ccc(C(=O)N3CCCC(CCCO)C3)cc2)CC1 (stereo unspecified) | -11 | 5 | -0.3 | 10 | -3
43 | CN(C)C(=O)c1cccc(-c2cnc3c(NC=O)cc(-c4ccc(F)cc4)cn23)c1 | / | / | i | / | 8
44 | CCCCOc1ccc(C(=O)NCC(=O)OCC(=O)c2c(N)n(C)c(=O)n(C)c2=O)cc1 | / | 1 | i | / | 16
45 | COc1ccc(C(=O)C(/C=N/O)=N/Nc2ccc(F)cc2)cc1 | 2 | -2 | -0.3 | 22 | 5

item | PfHsp40 rescue | Rv3671c inh | Anthrax LF inh2 | TcdB inh | PriA SSB inh
28 | 0.6 | 0 | -1 | 0.5 | 4
29 | -0.9 | 10 | 0 | 2.1 | -11
30 | 4.6 | -27 | -6 | 1.6 | -17
31 | 0.7 | 3 | 3 | / | 5
32 | 3.8 | 10 | 2 | / | /
33 | -1.8 | -8 | 1 | / | /
34 | 0.4 | -5 | -2 | 1.3 | 4
35 | 0.1 | 11 | 0 | / | -6
36 | 1.2 | -3 | 0 | / | -12
37 | -1.2 | 3 | 1 | 0.3 | -8
38 | / | / | -8 | 0.6 | /
39 | 0.2 | -1 | -1 | / | -24
40 | 0.3 | -11 | 0 | / | 18
41 | -0.3 | -5 | 0 | 0.9 | -6
42 | 0.1 | -15 | -2 | 0.1 | 1
43 | / | / | 3 | 0.1 | /
44 | -1.1 | -2 | -9 | -2.6 | -5
45 | -1.3 | 2 | -1 | 0.8 | /

3 compounds out of the list, sorted by number of heavy atoms, ascending.
item | SMILES | 3CLpro inhibitor | MazF activator | BH1578 lux ind | DUSP3 inh | Y pestis TopoI
36 | CN(c1ccc(C(=O)NCCSC(C)(C)C)cc1)S(C)(=O)=O | -6 | 1 | -5.6 | -16 | -4
34 | CSc1ccc(CN2CCN(Cc3ccccc3Cl)CC2)cc1 | 0 | -4 | i | 12 | 32
37 | COc1ccc(CNC(=O)c2cc(S(=O)(=O)N3CCCC3)cn2C)cc1 | -1 | 7 | -0.3 | -2 | 2

item | PfHsp40 rescue | Rv3671c inh | Anthrax LF inh2 | TcdB inh | PriA SSB inh
36 | 1.2 | -3 | 0 | / | -12
34 | 0.4 | -5 | -2 | 1.3 | 4
37 | -1.2 | 3 | 1 | 0.3 | -8

Further records
item | SMILES | 3CLpro inhibitor | MazF activator | BH1578 lux ind | DUSP3 inh | Y pestis TopoI
46 | CC1=C(C(=O)N(C(C)C)C(C)C)CC(CC(=O)NCc2cccs2)C(=O)N1Cc1ccccc1 (stereo unspecified) | / | 5 | -0.7 | / | 23
47 | CC(=O)N1CCN(CCN=CC2=C(O)CC(c3ccco3)CC2=O)CC1 (stereo unspecified) | -6 | 7 | -3.1 | 23 | 3
48 | O=C1/C(=C/c2ccc(O)cc2)CCc2ccc([N+](=O)[O-])cc21 | -5 | 7 | -0.3 | 4 | -13
49 | COc1cccc(CC(NC(C)=O)C(=O)NC2CCN(S(=O)(=O)c3ccc(NC(C)=O)cc3)CC2)c1 (stereo unspecified) | 2 | 8 | -0.5 | 15 | -2
50 | O=C(Cc1ccccc1)NCC(=O)N1CCCCCC1 | -6 | 12 | 1.7 | 3 | -3
51 | O=c1oc(-c2ccccc2)c(-c2ccccc2)c2ccccc12 | / | 4 | i | / | 2
52 | COc1cccc(CN2CCC(n3nccc3NC(=O)CCOc3ccccc3)CC2)c1 | 1 | 1 | -0.3 | -9 | 20
53 | COC(=O)CS(=O)(=O)c1cc([N+](=O)[O-])ccc1NC(=O)OC | 3 | 1 | -0.4 | 4 | -12
54 | COC(=O)c1ccc(C)c(-n2c(=O)n(Cc3ccccc3)c(=O)c3[nH]cnc32)c1 | -2 | -5 | -10 | 24 | -4

item | PfHsp40 rescue | Rv3671c inh | Anthrax LF inh2 | TcdB inh | PriA SSB inh
46 | / | / | -9 | -0.7 | /
47 | -0.4 | -9 | 9 | / | -8
48 | -1.7 | -1 | 1 | -1.5 | 4
49 | 1.0 | 1 | 3 | 1.1 | -20
50 | 3.9 | 3 | 2 | / | -3
51 | 0.1 | / | -3 | 5.1 | -6
52 | 0.5 | -3 | -2 | 2.0 | -1
53 | -0.2 | 1 | -3 | 0.2 | 5
54 | 1.6 | 7 | -10 | -0.9 | -3

A portion of the library. The share of hits here may be higher or lower than overall.
